# Screening data (PubChem)
# CHO-K1 Ca PAM: M1 PAM counterscreen hit in parental CHO-K1 cells; activation, % at 3 µM; 360,000 tested, 0.02% active; ATP EC20, Fluo-8 calcium fluorescence; 0% at ATP EC20, 100% at ATP max;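 active means activation above the run cutoff, the mean activation of all test compounds plus 3 SD, cut at about 40% in these data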;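 further: peak over basal fluorescence ratio in a 140 s read after ATP addition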
# CHO parental Ca: counter-screen: ATP calcium response change in parental CHO cells | inhibition, % at 5.6 µM | 330,000 tested, 0.63% active | parental CHO-K1, ATP-induced calcium, Fluo-8 fluorescence | AID 463079;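 active means inhibition above that plate's mean sample inhibition plus 3 SD, cut at about 26% in these data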;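 further: 0% = ATP-challenged DMSO wells and 100% = DMSO wells without ATP; some compounds past the cut are filed as inactive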
#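 Material – parental CHO cells · Reagent – ATP stimulus · Compound – single nominal dose of 5.6 µM per compound · Detection – Fluo-8 fluorescence · Read-out basis – percent inhibition of calcium signal · Controls – ATP-challenged DMSO wells low, unchallenged DMSO wells high · Repeats – no replicates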
# TAAR1 ag: human TAAR1 agonism; 360,000 tested, 0.99% active; CHO RD-HGA16 TAAR1, Fluo-8 calcium fluorescence; vehicle wells 0%, saturating PEA agonist 100%; Q96RJ0; activation, % at 3 µM; AID 624467;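 active means activation above the mean activation of all test compounds in the run plus 3 SD, cut at about 38% in these data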
# Target sequence (Q96RJ0 whole entry, looked up): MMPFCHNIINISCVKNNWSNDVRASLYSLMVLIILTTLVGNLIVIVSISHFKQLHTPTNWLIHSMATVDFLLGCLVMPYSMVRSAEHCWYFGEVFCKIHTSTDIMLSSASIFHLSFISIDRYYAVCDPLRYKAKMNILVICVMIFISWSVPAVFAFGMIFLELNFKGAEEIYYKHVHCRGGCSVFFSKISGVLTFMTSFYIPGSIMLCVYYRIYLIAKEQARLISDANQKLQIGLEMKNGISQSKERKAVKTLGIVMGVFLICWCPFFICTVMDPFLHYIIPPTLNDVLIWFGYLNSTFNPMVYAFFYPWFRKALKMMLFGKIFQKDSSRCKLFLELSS
#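 Test system: RD-HGA16 (CHO) cells co-expressing Gα16 and hTAAR1 / Benchmarks: DMSO vehicle as 0%, PEA at EC100 as 100% / Repeats: no replicates (n 1) / Measure: % activation from peak over basal fluorescence ratio, DMSO-to-PEA scaled / Timing: 17-24 h plating, Fluo-8 75 min 37 °C, 30 min RT / Technique: kinetic Fluo-8 calcium fluorescence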
# CHO-K1 Ca antag: M1 antagonist counterscreen hit in parental CHO-K1 cells. ATP-induced calcium, Fluo-8 fluorescence. 360,000 tested, 0.6% active. inhibition, % at 3 µM;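 active means inhibition above a per-plate cutoff, the plate's mean sample inhibition plus 3 SD, cut at about 24% in these data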;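 further: 0% = DMSO plus EC80 ATP and 100% = DMSO alone without ATP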
# M1 ag parental: nonselective activator or artifact in parental CHO-K1 cells. 360,000 tested, 0.48% active. Fluo-8 calcium fluorescence; scaled to maximal ATP response, vehicle zero. activation, % at 3 µM; in the data active means activation above about 15%;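 further: untransfected CHO-K1 host cells lacking M1 receptor as counterscreen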
# M1 antag: human CHRM1 antagonism | AID 588852 | inhibition, % at 3 µM | 360,000 tested, 1.3% active | P11229 | CHO-K1 hM1, Fluo-8 calcium fluorescence, ACh EC80 antagonist;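 active means percent inhibition above its own plate's cutoff, namely the mean of that plate's compound wells plus 3 SD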;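 further: peak over basal fluorescence ratio during 140 s after agonist addition; 0% = ACh EC80 plus DMSO and 100% = DMSO alone without agonist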
# Target sequence (P11229 whole entry, looked up): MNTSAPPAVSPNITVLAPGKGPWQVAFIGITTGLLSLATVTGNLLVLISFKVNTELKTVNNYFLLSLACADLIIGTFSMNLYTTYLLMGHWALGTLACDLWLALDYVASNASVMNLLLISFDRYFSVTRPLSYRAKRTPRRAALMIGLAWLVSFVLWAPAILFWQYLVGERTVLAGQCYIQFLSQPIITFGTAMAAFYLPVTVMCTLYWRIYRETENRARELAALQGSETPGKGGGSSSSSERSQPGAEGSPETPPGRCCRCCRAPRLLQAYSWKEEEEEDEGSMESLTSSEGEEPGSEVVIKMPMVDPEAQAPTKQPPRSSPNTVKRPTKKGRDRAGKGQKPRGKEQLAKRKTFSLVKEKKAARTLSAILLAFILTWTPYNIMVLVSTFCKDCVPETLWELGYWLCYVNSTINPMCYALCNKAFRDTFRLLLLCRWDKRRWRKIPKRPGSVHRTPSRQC
# TAAR1 antag: antagonists of human TAAR1. Q96RJ0. inhibition, % at 3 µM. CHO RD-HGA16 TAAR1, Fluo-8 calcium fluorescence, antagonist. 360,000 tested, 1.5% active;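 active means inhibition above a per-plate cutoff, the mean inhibition of test compounds on that plate plus 3 SD, cut at about 49% in these data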;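 further: 0% = DMSO plus EC80 beta-PEA response and 100% = DMSO alone without agonist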
#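 Test system: RD-HGA16 CHO cells with stable hTAAR1 and Gα16 / Probe or stimulus: EC80 β-phenethylamine stimulus / Times: seeding 17-24 h prior, 75-min 37 °C, 30-min RT dye loading / Detection: Fluo-8 calcium-sensitive fluorescence / Read-out basis: % inhibition scaled between DMSO and EC80 PEA controls / Repeats: singlicate, one well per test compound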
# M1 ag: human M1 muscarinic receptor agonism | P11229 | CHO-K1 hM1, Fluo-8 calcium fluorescence, agonist mode; 0% DMSO, 100% acetylcholine EC100 | activation, % at 3 µM | 360,000 tested, 0.33% active | AID 588814;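 active means activation above the run's mean compound activation plus 3 SD, cut at about 16% in these data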;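 further: peak over basal fluorescence ratio within a 140 s kinetic read after compound addition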
# CHRM1 PAM: human CHRM1 positive allosteric modulation. CHO-K1 hM1, Fluo-8 calcium fluorescence, ACh EC20; 0% = ACh EC20, 100% = maximal ACh. 360,000 tested, 0.088% active. P11229. AID 588819. activation, % at 3 µM; in the data active means activation above about 19%, passing the limit was not always enough
# * = called active by the depositor; x = no result given.
# Values run as follows: CHO-K1 Ca antag	TAAR1 ag	CHO parental Ca	CHRM1 PAM	TAAR1 antag	M1 antag	CHO-K1 Ca PAM	M1 ag parental	M1 ag
1. Cc1ccc(S(=O)(=O)Nc2cc(=O)[nH]c(SCC(=O)Nc3cccc(C(F)(F)F)c3)n2)cc1
 : -12.0	-0.3	x	14.2	2.1	-13.6	13.8	1.1	-2.5
2. O=C(Nc1nnc(C2CCCCC2)s1)c1ccc(Br)s1
 : -5.6	8.2	-8.7	5.3	18.3	-2.9	13.1	2.8	-5.4
3. COC(=O)c1ccc2nc(-c3ccccc3)c(Cc3ccc(C)cc3)n2c1
 : -22.5	-0.9	x	x	32.0	x	29.1	1.1	x
4. CCCOc1ccc(Cn2c(=O)oc3ccc(C)cc32)cc1OC
 : -8.9	14.6	-11.2	-1.7	-11.1	-2.6	23.4	2.4	-4.0
5. O=C(CNCCO)Nc1ccc(F)c(Cl)c1
 : -15.8	6.5	-2.0	4.2	-26.9	-2.3	22.5	0.8	-2.8
6. Cc1nnc(NC(=O)C(C)Sc2nncn2C)s1 (stereo not given)
 : 5.8	0.4	-1.7	4.2	-2.0	-10.0	-4.3	0.0	-2.5
7. CCC(C)C(=O)Nc1c2c(nc3c1CCC3)CCCC2 (stereo not given)
 : -16.3	9.8	2.3	4.0	-8.3	-10.5	24.0	0.2	-3.3
8. O=C(C[C@H]1C[C@@H]2c3cc(NC(=O)c4cccnc4)ccc3O[C@@H]2[C@H](CO)O1)NCc1ccncc1
 : 5.5	-0.1	x	-1.8	5.2	-2.8	5.4	0.1	-1.8
9. CN(C)/C=C(\C(=O)c1cccc(Cl)c1)c1nnnn1-c1ccccc1
 : -8.5	8.7	-9.3	11.9	8.1	-10.6	10.9	0.1	-3.5
10. CCOC(=O)C1=CN(CC)S(=O)(=O)NC1c1ccc(F)c(Cl)c1 (stereo not given)
 : -9.8	0.2	-9.3	4.2	-11.8	3.0	6.2	-0.3	-1.7
11. CCC(=O)Nc1ccc(CCC(=O)N2CCCC2)cc1
 : 2.9	2.6	1.8	13.6	-1.6	-14.1	0.4	-0.2	-1.3
12. Cc1ccc(Sc2ncccc2[N+](=O)[O-])cc1
 : -10.3	-3.8	-10.6	0.8	-11.5	0.4	9.6	-1.3	-6.7
13. CCC1CCCCN1CCCNC(=O)C1CCN(c2nnc(-n3cccc3)s2)CC1 (stereo not given)
 : -7.2	0.6	-10.4	-25.1	-20.0	94.7*	0.2	-0.1	-6.4
14. CCOC(=O)c1nn(-c2ccc(Cl)cc2)c2nc(-c3ccc(C)cc3)c(C#N)c(=O)n12
 : 1.2	9.7	-26.7	7.8	-2.9	-1.3	13.2	0.2	-1.1
15. COc1ccc(S(=O)(=O)Nc2c(C)cccc2C)cc1-n1cnnn1
 : -16.1	-1.9	-10.5	6.5	-13.8	-8.2	24.0	1.9	-4.5
16. O=C(CCC(=O)c1cccs1)OCc1ccc([N+](=O)[O-])cc1
 : 2.8	8.1	-6.3	-1.9	-10.6	7.9	-13.9	-0.5	-7.1
17. CC1CCN(CCCn2c(=S)[nH]c3ccc(N4CCOCC4)cc3c2=O)CC1
 : -1.4	13.6	-14.6	2.7	7.9	-8.0	8.8	-0.1	-6.4
18. O=C(CNC(=O)c1cccs1)OCC(=O)c1ccccc1Cl
 : 12.2	3.1	-5.4	-11.8	-9.1	9.7	-12.0	0.1	-4.2
19. O=[N+]([O-])c1cccc(C(=Nc2ccccc2)NO)c1
 : -10.2	1.4	-7.5	0.6	-17.5	-2.5	20.3	1.8	-5.9
20. O=C(c1cc(C2CCCCN2C(=O)OCCF)on1)N1CCOCC1 (stereo not given)
 : 10.6	1.2	x	0.3	-9.0	4.1	-8.6	0.9	-7.3
21. Cc1cccc(C)c1NC(=O)CNC(=O)C12CC3CC(CC(O)(C3)C1)C2
 : 8.5	-0.1	-2.4	8.7	1.3	1.1	-0.1	0.6	2.1
22. CN(C)C(=O)CCC(=O)N1CCCC(C(=O)c2ccc(C(F)(F)F)cc2)C1 (stereo not given)
 : -9.2	3.4	-8.2	5.0	-7.6	-10.5	16.0	1.6	-1.4
23. O=C(Nc1cccc(C(F)(F)F)c1)C1CCN(S(=O)(=O)c2cccnc2)CC1
 : -5.2	7.1	-10.9	-4.8	14.9	3.2	-7.6	6.2	0.3
24. CCOC(=O)c1c(NC(=O)COC(=O)Cn2cnc3ccccc32)sc(C)c1C
 : -16.1	6.3	-1.9	5.8	-14.6	-11.0	15.5	0.7	-4.6
25. CC(C)OC(=O)CCNc1n[nH]c(=O)[nH]c1=O
 : 0.8	2.4	-2.1	5.7	-6.1	-3.4	12.8	0.2	0.5
26. COCCn1c(SCC(=O)Nc2ccc(C(C)=O)cc2)nnc1-c1ccco1
 : -12.7	0.0	-11.6	26.4	-14.3	-20.0	15.2	0.3	1.5
27. O=C(O)CCC1(C(=O)O)OCCc2ccccc21 (stereo not given)
 : -13.4	1.3	-7.5	7.0	7.1	-19.8	1.2	0.4	0.3
28. CC(=O)c1ccc(NC(=O)c2cc(=O)[nH]c3ccccc23)cc1
 : 10.8	0.2	-6.7	6.8	-9.3	2.0	-21.6	-0.2	-0.2
29. Cc1ccccc1-c1cccc([C@@H]2C[C@H]3CN(Cc4cccnc4)C(=O)[C@]34CCCN24)c1
 : -11.0	15.8	-20.5	-25.3	13.8	25.8	24.0	8.7	-4.4
30. O=C(CN1C(=O)CSc2ccc(C(F)(F)F)cc21)Nc1ccccc1
 : -3.6	21.3	-5.1	2.4	-10.5	5.3	11.6	10.4	1.2
31. CCCN1C2CCCC1CC(NC(=S)Nc1cccc(C)c1C)C2 (stereo not given)
 : 9.7	1.2	8.8	0.6	7.4	-13.1	-13.7	-0.4	-6.5
32. COc1ccccc1NC(=O)C(C)OC(=O)c1cc2ccccc2[nH]1 (stereo not given)
 : -19.9	2.2	-14.4	-11.4	25.1	33.4	2.9	8.9	-3.5
33. CN(CCO)c1nc(NCc2ccccc2)c2cnn(C)c2n1
 : -19.7	16.8	-3.0	2.4	-4.8	-7.5	-16.9	1.3	-0.9
34. O=C(NCc1ccc2c(c1)OCO2)c1ccc(=O)[nH]c1
 : 0.5	1.2	-15.9	-3.9	-6.6	5.5	-3.5	7.5	-2.1
35. Cc1ccc(C(=O)N/N=C/c2cn(Cc3ccccc3)c3ccccc23)cn1
 : -9.4	1.8	-15.4	-4.4	-9.8	1.1	18.8	10.1	-1.8
36. c1cc2nncn2nc1N1CCCC1
 : -14.2	-1.0	5.0	9.5	-7.6	-8.9	23.3	0.9	-5.4
37. CCN(CC)CCCC(C)NC(=O)c1ccc(C(F)(F)F)cc1 (stereo not given)
 : -7.8	3.0	5.1	5.8	8.8	-3.3	16.9	0.1	-13.7
38. C/C(NCc1ccccc1)=C(\C#N)C(=O)NCc1ccccc1
 : -2.0	4.3	-28.4	3.6	29.1	-1.4	14.9	1.4	-4.1
39. CC(C)OCCCNC(=S)Nc1ccc(S(N)(=O)=O)cc1
 : -10.0	15.8	-1.2	7.2	-3.9	-7.7	19.0	0.0	-4.8
40. Cc1ccc2nsnc2c1NC(=O)c1sc2ccccc2c1Cl
 : -10.9	0.1	-9.4	9.9	-19.3	-2.3	23.6	0.5	-7.0
41. Cc1ccc2c(=O)cc(C(=O)NCCc3ccc(S(N)(=O)=O)cc3)oc2c1C
 : 10.3	0.8	-12.4	-6.3	1.6	16.4	-1.6	0.7	-4.1
42. O=C(Nc1cccc(S(=O)(=O)N2CCOCC2)c1)C1CCCCN1S(=O)(=O)c1ccccc1 (stereo not given)
 : -6.5	4.9	x	-0.7	11.0	-11.4	0.4	3.6	-1.4
43. N#CC(C#N)=NNc1ccc(S(=O)(=O)N2CCCCC2)cc1
 : 10.6	12.4	-14.9	-3.3	-1.9	-1.0	5.3	10.3	7.2
44. CCNc1nnc(SCC(=O)c2cc(C)n(C3CC3)c2C)s1
 : 10.8	-1.4	x	-3.7	-15.3	7.9	-1.4	-0.1	-4.8
45. O=C(NNC1=C(C(=O)C(F)(F)F)CCC1)c1ccccc1O
 : -5.7	3.8	-4.4	4.9	20.6	-4.8	14.2	2.0	-0.3
46. CCCNC(=O)COC(=O)c1cc(C)nc2ccccc12
 : -17.6	7.6	-6.0	10.1	-7.9	-9.8	16.1	12.8	0.3
47. Cc1cccn2c(=O)c3cc(C(=O)NCCCn4ccnc4)n(C)c3nc12
 : -5.4	1.1	-10.9	6.8	-9.6	-11.8	9.8	-0.3	-4.9
48. CC(C)c1ccc(CN2CCC(C(=O)NCc3cccnc3)CC2)cc1
 : 3.2	7.1	-2.0	8.9	-12.1	-7.2	14.0	0.8	-2.9
49. C=CCc1cccc2cc(C(=O)N3CCN(C(=O)c4ccccc4)CC3)c(=O)oc12
 : -18.8	2.3	-17.0	6.6	-13.3	-20.2	-9.0	0.0	-9.8
50. CCCCNC(=O)c1nc(C2CCN(S(=O)(=O)c3ccc(F)c(F)c3)CC2)oc1-c1cccc(C(F)(F)F)c1
 : -4.9	0.6	x	1.3	-19.9	-12.0	12.6	2.8	-2.9
51. O=C(NCC(c1ccco1)N1CCCCC1)c1cccc(S(=O)(=O)Nc2ccccc2Cl)c1 (stereo not given)
 : 20.5	1.0	-22.5	1.7	-9.8	8.0	-28.2	0.9	-5.3
52. Cc1cccc(NC(=S)Nc2cccc(C(F)(F)F)c2)n1
 : -10.4	1.7	-18.7	2.1	-6.7	-5.2	26.1	14.1	-8.4
53. CC(C)(C)OC(=O)N[C@@H](Cc1c[nH]c2ccccc12)c1nnc(SCC(N)=O)o1
 : -7.3	5.5	-2.5	3.4	3.1	-0.5	18.4	0.7	-3.8
54. COc1ccccc1OC(C)C(=O)Nc1ccc(S(=O)(=O)N2CCN(C)CC2)cc1 (stereo not given)
 : -9.8	-0.6	-12.7	4.2	6.7	-8.3	2.6	0.9	-6.7
55. O=C(COc1cc2oc(=O)c3c(c2cc1Cl)CCC3)NCC(O)c1ccccc1 (stereo not given)
 : -10.8	1.7	-14.1	2.2	4.1	-3.0	4.1	1.4	-1.8
56. CCc1ccc(NS(=O)(=O)c2cccc3nonc23)cc1
 : 2.5	4.7	-3.0	-15.1	-7.2	-2.0	0.4	0.6	-12.8
57. CCCC/C(C)=N\NC(=O)CNS(=O)(=O)c1ccc([N+](=O)[O-])cc1
 : -7.8	19.5	-1.7	11.6	-10.9	-12.9	21.6	0.6	-0.5
58. O=C(COC(=O)c1ccccc1Br)NC1CCCC1
 : -16.6	-0.5	-8.0	5.3	0.4	-3.6	17.9	0.8	-3.8
